Assay outcomes deposited in PubChem BioAssay by Sanford-Burnham Center for Chemical Genomics.
CHOP UPR activ: activators of apoptotic CHOP UPR arm, primary screen, cell-based, CHO-CHOP luciferase reporter, luminescence, uHTS; UPR activation; percent of tunicamycin response over DMSO baseline; activation, % at 10 µM; 330,000 compounds, 0.34% hits;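 active = at 10 µM dose, activation of 40% or more, normalized to positive control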;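 note: 100% = tunicamycin at 10 µg/mL and 0% = DMSO alone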
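assay system = CHO CHOP reporter cells | amount = 500 CHO-CHOP cells per well | buffer or medium = F12 with 10% FBS | incubation = 16-18 h cell attachment, then 6 h compound exposure, 37 °C | detection = luminescence read with Steady-Glo | read-out = percent activation relative to tunicamycin control | controls = tunicamycin high control, DMSO low control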
Mdm2 MdmX PPI: inhibitors of human Mdm2-MdmX association, primary screen, cell-based, luminescence, split luciferase, SaOS-2, uHTS; SaOS-2 split-luciferase Mdm2/MdmX complementation; Protein Mdm4 (Homo sapiens) + E3 ubiquitin-protein ligase Mdm2 (Homo sapiens), …; 330,000 compounds, 3% hits; inhibition, % at 8 µM; AID 485346, 2010;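 active = inhibition of at least 50% at 8 µM in the primary screen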
XBP1 UPR activ: activators of adaptive XBP1 UPR arm, primary screen, cell-based, CHO-XBP1 luciferase reporter, luminescence, uHTS. IRE1-XBP1 UPR activation; percent of tunicamycin response, DMSO as zero. activation, % at 20 µM. 330,000 compounds, 0.33% hits. AID 463104, 2010;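 active = versus positive control, 20 µM dose yields 30% or more activation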;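 note: 100% = tunicamycin at 10 µg/mL and 0% = DMSO only wells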
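Signal: luciferase luminescence; Assay system: CHO-XBP1 luciferase reporter cells; Amount: one thousand reporter cells per well; Dosing: 20 µM single concentration, DMSO 1%; Benchmarks: high control tunicamycin 10 µg/mL final, low control DMSO vehicle only; Schedule: 6 h compound exposure at 37 °C, 5% CO2; Evaluation: percent activation relative to tunicamycin reference.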
GRIN3A LBD mod: binders of NR3A ligand-binding domain, primary screen, biophysical, differential scanning fluorimetry, uHTS; Tm shift relative to glycine control, % at 25 µM; AID 1259313, 2017; NR3A LBD differential scanning fluorimetry, Tm shift; 0% = protein alone, 100% = glycine-bound protein; 340,000 compounds, 2.5% hits;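 active = melting temperature shift of at least 10% of the positive control shift, at one fixed dose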
APJ ag: agonists of human apelin receptor APJ, primary screen, CHO-K1 cells, PathHunter beta-arrestin, luminescence | P35414 | 0% DMSO wells, 100% apelin | activation, % at 20 µM | 330,000 compounds, 0.11% hits | AID 2520, 2010;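 active = activation more than six SD over the plate average, tested at 20 µM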;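 note: 0% = DMSO alone and 100% = apelin-13 at 10 nM; some results filed as inactive read as strong as hits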
Target sequence (P35414 whole entry, looked up): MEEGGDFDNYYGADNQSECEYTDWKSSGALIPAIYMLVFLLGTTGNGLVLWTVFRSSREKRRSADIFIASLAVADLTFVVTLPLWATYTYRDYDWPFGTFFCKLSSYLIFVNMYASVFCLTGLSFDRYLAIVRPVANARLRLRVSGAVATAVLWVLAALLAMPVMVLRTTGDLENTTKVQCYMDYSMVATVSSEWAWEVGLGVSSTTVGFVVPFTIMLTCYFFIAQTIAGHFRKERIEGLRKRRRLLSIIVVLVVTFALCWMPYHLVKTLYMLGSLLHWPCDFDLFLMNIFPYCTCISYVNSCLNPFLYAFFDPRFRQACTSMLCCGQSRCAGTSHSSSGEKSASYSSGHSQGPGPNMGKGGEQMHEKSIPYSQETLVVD
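Assay system – PathHunter CHO-K1 APJ (AGTRL-1) beta-arrestin reporter cells · Compound – one dose, 20 µM compound, 1% DMSO · Timing – compound 90 min 25 °C, reagent 1 h · Measured by – luminescence from split beta-galactosidase complementation, Galacton Star/Emerald II substrate · Measure – beta-arrestin recruitment to APJ as agonist activity, luminescent signal · Benchmarks – DMSO vs Apelin-13 10 nM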
TIM10 inh: growth inhibitors of isogenic TIM10 control yeast, primary screen, counter-screen for tim10-1 yeast inhibitor project, luminescence, uHTS. S. cerevisiae TIM10 strain growth, BacTiter-Glo luminescence, 24 h. inhibition, % at 10 µM. 330,000 compounds, 1.4% hits;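 active = inhibition of 40% or more at the single tested concentration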;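 note: wild-type TIM10 isogenic control strain grown at permissive 25 °C; 0% = DMSO yeast wells and 100% = minimal medium wells without yeast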
tim10-1 inh: growth inhibitors of tim10-1 mutant yeast, primary screen, luminescence, uHTS; S. cerevisiae tim10-1 ts strain growth, BacTiter-Glo, 24 h; inhibition, % at 20 µM; 330,000 compounds, 2.2% hits; AID 463190, 2010;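 active = inhibition of at least 40%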;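 note: mutant grown at 25 °C; 0% = DMSO wells with yeast and 100% = wells holding no yeast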
NLRP3 yeast inh: NALP3 inflammasome inhibitors in reconstituted yeast, primary screen, luminescence, uHTS. Yeast reconstituted NLRP3/ASC/caspase-1, beta-gal luminescence, 24 h. inhibition, % at 10 µM. 330,000 compounds, 0.39% hits. AID 2825, 2010;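 active = inhibition of 50% or more; inactive = inhibition below 50%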;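 note: plate controls were induced DMSO wells for no effect and uninduced yeast grown without galactose for full effect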
tim23-1 inh: growth inhibitors of tim23-1 mutant yeast, primary screen, luminescence, uHTS | S. cerevisiae tim23-1 growth, BacTiter-Glo luminescence, 24 h | inhibition, % at 20 µM | 330,000 compounds, 1.3% hits | AID 463212, 2010;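 active = growth inhibition of the mutant yeast at or above 50%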;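 note: temperature-sensitive mutant grown at 25 °C; plate controls were DMSO-treated mutant yeast for no effect and medium wells lacking yeast for full effect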
* marks the source's active call; other numbers are inactive results.

Start of the data: the first three records, to show the layout:
SMILES	CHOP UPR activ	Mdm2 MdmX PPI	XBP1 UPR activ	GRIN3A LBD mod	APJ ag	TIM10 inh	tim10-1 inh	NLRP3 yeast inh	tim23-1 inh
O=c1[nH]cnc2cc(Cl)ccc12	-0.9	27	-3	2	-4	-9	2	7	10
CN(C)S(=O)(=O)Nc1ccc(NS(=O)(=O)N(C)C)c(S(=O)(=O)c2ccccc2)c1	-1.6	9	1	-1	-1	9	-3	16	9
CC(Sc1ccccc1)C(=O)Nc1ccc(N2CCOCC2)cc1 (centres undefined)	-1.2	13	2	-2	0	-18	-3	11	12

The list itself, from the first entry:
SMILES	CHOP UPR activ	Mdm2 MdmX PPI	XBP1 UPR activ	GRIN3A LBD mod	APJ ag	TIM10 inh	tim10-1 inh	NLRP3 yeast inh	tim23-1 inh
O=c1[nH]cnc2cc(Cl)ccc12	-0.9	27	-3	2	-4	-9	2	7	10
CN(C)S(=O)(=O)Nc1ccc(NS(=O)(=O)N(C)C)c(S(=O)(=O)c2ccccc2)c1	-1.6	9	1	-1	-1	9	-3	16	9
CC(Sc1ccccc1)C(=O)Nc1ccc(N2CCOCC2)cc1 (centres undefined)	-1.2	13	2	-2	0	-18	-3	11	12
Cc1cc(NC(=O)CSc2nnc(-c3ccncc3)n2C)n(-c2ccccc2)n1	0.6	0	4	3	-3	6	3	9	2
O=c1c(Cc2ccccc2O)c(O)nc2n1CCCS2	0.6	-7	-1	-4	1	-9	4	20	9
CCC1CCCCN1CCCNC(=O)C1CCN(c2nnc(-n3cccc3)s2)CC1 (centres undefined)	-0.2	2	-2	2	-4	9	-12	17	-4
Cn1nc(C(=O)NC2CCCCCC2)ccc1=O	-1.7	1	1	0	-1	-1	17	-16	9
CCOC(=O)C1=C(N)N2C(=O)C(C)SC2=C(C(=O)OCC)C1c1ccc(O)cc1 (centres undefined)	0.7	19	-3	0	0	-2	22	1	17
O=C(NN=C1CCCCCCCCCCC1)c1ccccc1F	3.7	2	1	-8	-1	10	16	6	8
Cc1ccc(C)c(OCc2cc(C(=O)NC(c3ccccn3)C(F)(F)F)no2)c1 (centres undefined)	2.8	23	-5	2	-2	11	5	12	22
Cc1ccc(C)c(N(C(=O)CNC(=O)c2ccco2)C(C(=O)NC2CCCCC2)c2ccncc2)c1 (centres undefined)	1.1	-7	4	1	-3	-15	-3	6	-10
CC(=O)c1ccc(N2CCN(C(=O)c3nn(Cc4ccccc4)c(=O)c4ccccc34)CC2)cc1	1.2	19	1	-3	-2	26	24	4	23
Cc1c(Cl)cnc(NC(=O)CSc2nnnn2C)c1Cl	1.4	-2	2	0	-4	3	-2	11	4
CC1CCCC(C)N1C(=O)CSc1nnc(COc2ccccc2)n1-c1ccccc1 (centres undefined)	1.9	1	-2	0	-1	17	0	16	19
Cc1cccc(NCCC(=O)c2ccc(Br)cc2)c1	2.2	2	-1	-3	-3	7	17	12	17
Cc1noc(C)c1S(=O)(=O)Nc1ccccc1OC(F)(F)F	2.2	-27	0	-1	1	15	9	-1	17
O=C(COC(=O)c1ccc2[nH]c3c(c2c1)CCCC3)Nc1ccccc1	-0.9	16	1	22*	0	13	18	17	4
COC(=O)C1=CN(C)C=C(C(=O)OC)C1c1ccc(O)c(OC)c1	1.6	16	-2	-3	-2	-3	7	-9	16
COc1ccc(-n2nc3c(c2NC(=O)c2c(F)cccc2Cl)CS(=O)C3)cc1 (centres undefined)	-1.0	23	2	-1	-2	-4	-2	17	7
Cn1c(SCc2nc3ccccc3[nH]2)nnc1-c1ccccn1	0.0	-14	-1	1	-5	0	2	7	10
COc1ccc(N/C=C2/CCCCC2=O)cc1	3.7	-15	2	0	-2	10	9	20	3
CC(C)c1ccccc1NC(=O)COC(=O)/C=C/c1cccc([N+](=O)[O-])c1	2.1	-19	1	0	-2	20	13	-8	-4
COc1cc(OC)c(OC)cc1CN1CCN(S(=O)(=O)c2ccc(NC(C)=O)cc2)CC1	-1.6	20	-3	-2	-2	-22	11	10	9
COc1ccc(-c2cc(C(=O)N3CCN(c4ccccc4)CC3)no2)cc1	5.9	13	1	0	0	11	32	19	31
Cc1ccc(OCC(=O)Nn2cnc3ccccc32)cc1	-1.5	14	-1	-1	-2	7	2	3	11
Cc1ccccc1N1C(=O)C(Oc2ccc(Cl)cc2)C1CNC(C)(C)C (centres undefined)	0.5	16	0	8	-4	16	32	12	17
CCN(Cc1ccccc1)c1ccc(/C=N/NC(=S)NC(C)C)cc1	0.4	41	-3	-6	-5	43*	36	19	29
CN(CC(=O)Nc1cccnc1)S(=O)(=O)c1ccccc1	-0.7	-5	-2	2	-1	-19	4	-4	13
Fc1ccc(C2CC(c3ccco3)=Nc3ccccc3S2)cc1 (centres undefined)	2.6	16	-1	-4	-3	19	13	-2	13
CSCCNC(=O)c1ccc(C(C)(C)C)cc1	2.7	-149	-4	3	4	-20	12	28	17
C=CCOC(=O)C1=C(C)OC(N)=C(C#N)C1c1ccoc1 (centres undefined)	-2.6	7	-2	-3	2	8	14	0	21
Cc1ccc([N+](=O)[O-])cc1NC(=S)NC(=O)c1c(Cl)cnn1C	-1.3	-10	-1	0	-10	14	12	6	22
Nc1ccc(/C=C/C(=O)c2cccs2)cc1	3.6	-11	1	-13	-1	40	28	17	56*
Cc1c(Cl)cnc(NC(=O)COC(=O)C2CCCC2)c1Cl	1.2	-10	0	1	-2	9	12	10	13
COCCNc1nc(N)c([N+](=O)[O-])c(NCCO)n1	0.9	-9	1	-1	1	15	-3	19	13
Cc1cc(C)c(C#N)c(SCC(O)CS(=O)(=O)Cc2ccccc2)n1 (centres undefined)	0.3	-12	2	-1	0	-5	34	16	10
C=CCNC(=S)NNC(=O)c1cccn(Cc2ccc(Cl)cc2)c1=O	-1.2	18	1	1	-3	1	25	0	10
CCCCCc1ccc(-c2cn(Cc3ccc(C(=O)c4ccccc4)cc3)nn2)cc1	0.6	42	8	-2	0	-11	6	-1	-9
O=C(NCCc1c[nH]c2ccccc12)c1cc(S(=O)(=O)N2CCCCC2)ccc1N1CCOCC1	-0.4	-9	-1	-1	0	1	10	-9	14
COc1cc(CNCCSc2nnnn2C)cc(Br)c1OCc1ccccc1	2.7	24	0	1	-3	13	5	17	16
COc1cc(C(=O)Nc2c(C(=O)O)[nH]c3ccccc23)cc(OC)c1OC	2.2	-9	-2	2	0	-18	14	9	10
CC(NC(=S)Nc1ccccc1Cl)C(c1cccs1)N1CCCC1 (centres undefined)	-2.2	15	2	1	-3	13	28	-5	3
COc1ccc(NC(=O)COC(=O)CO/N=C(\C)c2ccc3c(c2)OCO3)cc1S(N)(=O)=O	-1.4	-9	-1	3	-4	10	6	3	12
COc1ccc(Nc2cc(C(=O)NCCCN3CCOCC3)c3ccccc3n2)c(OC)c1	-0.6	21	0	3	1	1	-2	12	-6
CC[n+]1c(C)sc2c(C)cc(C)cc21	-2.6	0	-3	3	-1	24	42*	10	29
Cn1c(Cc2ccccc2)n[nH]c1=S	-1.1	-8	-4	0	0	0	11	11	21
OC(COCC(F)(F)C(F)(F)C(F)(F)C(F)F)Cn1c2ccc(Cl)cc2c2cc(Cl)ccc21 (centres undefined)	1.4	95*	0	19*	-1	31	41*	11	24
Fc1ccccc1C1c2[nH]c3ccccc3c2CCN1CCCn1cccn1 (centres undefined)	-1.0	59*	-6	-1	-3	18	11	11	7
CCOC(=O)c1ccc(Nc2cc(C)nc(N3CCOCC3)n2)cc1	1.1	11	4	-9	0	21	25	6	30
Oc1ccc(Nc2nc(-c3ccccc3O)nc3ccccc23)cc1	0.7	54*	8	36*	0	47*	26	16	75*
Cc1c(C)n(Cc2ccc(F)cc2)c2ccc(C(=O)NCCCN3CCOCC3)cc12	-0.3	20	1	-3	8	12	2	1	0
CCn1c(=NC(=O)c2cccc(N3C(=O)CCC3=O)c2)sc2c(OC)ccc(OC)c21	2.5	-14	4	-6	15	25	19	7	2
Cc1cc(C)nc(SCC(=O)c2c(N)n(C)c(=O)n(C)c2=O)n1	0.5	7	-1	-1	-3	-12	15	1	-8
O=C(NCCCO)c1nnc(Cc2c(F)cccc2Cl)o1	-1.9	3	1	0	0	-2	1	9	8
CCc1sc(C(=O)NCCCN2CCCC2=O)cc1Br	-1.5	-2	-6	2	0	7	10	11	14
O=C(NCCCN1CCOCC1)c1ccc(CS(=O)(=O)Cc2ccc(Cl)cc2)o1	-2.2	7	-1	0	-1	2	1	6	8
CCOC(=O)N1CCN(CCC(=O)Nc2ccccc2OC)CC1	-1.1	20	1	0	0	6	3	2	14
CC(CNC(=O)Cn1cnc2c(OCc3ccccc3)ncnc21)c1ccccc1 (centres undefined)	1.2	16	-1	17*	-4	8	13	3	25
CN(C)C=NC(=O)c1cc(C(=O)c2ccc(F)cc2)c[nH]1	3.0	3	6	-1	-3	1	1	-2	-5
N#C/C(=C(/O)COC(=O)c1ccc(C#N)cc1)c1nc2ccccc2s1	-0.4	0	-1	3	0	1	-10	-11	-3
(more compounds)
SMILES	CHOP UPR activ	Mdm2 MdmX PPI	XBP1 UPR activ	GRIN3A LBD mod	APJ ag	TIM10 inh	tim10-1 inh	NLRP3 yeast inh	tim23-1 inh
Cc1ccc(N2CC(C(=O)Nc3c4c(nn3C(C)(C)C)CS(=O)(=O)C4)CC2=O)cc1C (centres undefined)	-0.2	17	-4	-1	-1	12	-14	5	1
CC(=O)c1cccc(OCC(=O)c2cc(C)n(-c3cc(C)on3)c2C)c1	-0.7	14	-2	0	-1	18	13	-6	2
Cc1ccc(C2CC(=O)NC(SCc3ccccc3)=C2C#N)cc1 (centres undefined)	2.0	1	2	0	-4	22	24	17	27
CN(C(=O)c1cc(COc2c(F)cccc2F)on1)C1CCOC1 (centres undefined)	3.2	4	2	-8	-2	0	-15	20	5
O=C1CC(c2ccc3c(c2)OCCO3)Oc2ccc([N+](=O)[O-])cc21 (centres undefined)	0.2	72*	-9	-26	-4	45*	42*	9	47
COC(=O)c1cc2ccc(OC)c(OC)c2c(=O)s1	0.3	-18	-3	-1	-2	3	1	32	10
COc1cc(C(=O)N2CCN(c3ccccc3O)CC2)ccc1OCC(=O)N1CCOCC1	1.6	1	0	-1	-1	8	-9	5	-14
CCOC(=O)CSc1nc2ccccc2c(=O)n1CCCCCC(=O)NCc1ccco1	-2.2	6	-4	0	-3	11	34	8	14

The order is random. Share with any hit: about 8.2%.
